CHT allo act: human CHT allosteric activation; hit rate 0.49% among 310,000; B-score at 10 µM; AID 488977; Q9GZV3; CHT-expressing cells, membrane potential dye, choline EC20; active compounds read high; LV-AA mutant CHT in HEK293 cells;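 active means initial fluorescence not abnormally high and integrated response B-score, plate-corrected, over 3 SD above library mean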
Target sequence (Q9GZV3 whole entry, looked up): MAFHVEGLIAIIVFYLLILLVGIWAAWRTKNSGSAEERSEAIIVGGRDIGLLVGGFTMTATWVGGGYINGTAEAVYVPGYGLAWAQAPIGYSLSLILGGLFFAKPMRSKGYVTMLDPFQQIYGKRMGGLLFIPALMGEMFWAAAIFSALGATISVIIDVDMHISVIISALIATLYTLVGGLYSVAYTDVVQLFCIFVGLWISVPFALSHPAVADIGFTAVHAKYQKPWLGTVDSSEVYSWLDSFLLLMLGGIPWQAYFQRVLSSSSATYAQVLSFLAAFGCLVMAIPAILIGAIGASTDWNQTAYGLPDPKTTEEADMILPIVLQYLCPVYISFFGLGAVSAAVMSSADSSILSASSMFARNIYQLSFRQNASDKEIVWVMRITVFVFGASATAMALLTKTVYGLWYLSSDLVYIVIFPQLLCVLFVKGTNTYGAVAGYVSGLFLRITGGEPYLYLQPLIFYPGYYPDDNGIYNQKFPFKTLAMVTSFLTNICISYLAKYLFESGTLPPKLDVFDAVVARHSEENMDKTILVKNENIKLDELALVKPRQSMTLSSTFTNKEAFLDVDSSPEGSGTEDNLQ
CHT inh: inhibitors of human choline transporter CHT; Q9GZV3; CHT-expressing cells, membrane potential dye, choline response; active compounds read low; B-score at 10 µM; hit rate 0.86% among 310,000;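 active means B-score over 3 SD under the library average, and starting fluorescence ratio not unusually high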;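 further: choline stimulus applied at its EC90 after an EC20 pre-addition; B-score computed on integrated fluorescence ratio after choline addition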
Calls only; i = inactive. This is a random part of the collection; 1.5% or so of the library scored in one or more.

SMILES	CHT allo act	CHT inh
CC1=C(C(=O)Nc2ccccc2)C(c2ccc(N(C)C)cc2)NC(=O)N1 (stereo not given)	i	i
O=C(NCc1ccccn1)c1ccc2c(=O)n3nc(Nc4ccccc4)sc3nc2c1	i	i
COc1cc(C(=O)OCC(=O)NCCC2=CCCCC2)ccc1OCC(C)C	i	i
Cc1ccc(OCC(=O)c2ccc(Cl)s2)c([N+](=O)[O-])n1	i	i
COc1ccc(NC(=O)CSc2nnc(-c3ccco3)c(-c3ccco3)n2)cc1OC	i	i
C=CCOc1ccc(/C=N/NC(=O)CC(=O)NC2CCCCC2)cc1	i	i
Cc1c(N=CN2CCOCC2)c(=O)n(C)c(=O)n1C	i	i
CC(=O)Nc1ccc(N/C(N)=N/c2nc(C)cc(C)n2)cc1	i	i
CC(C)NC(=O)NNC(=O)c1nn(-c2ccc(F)cc2)ccc1=O	i	i
O=Cc1c(NCc2ccccc2Cl)c2ccccc2[nH]c1=O	i	i
COc1ccc(-n2cnc3ccccc3c2=O)c([N+](=O)[O-])c1	i	i
COc1cc(CO)ccc1OCc1ccc(Cl)nc1	i	i
Cc1c(CCOC(=O)CC23CC4CC(CC(C4)C2)C3)sc[n+]1Cc1ccccc1	i	i
COCCn1c(SCc2cccc([N+](=O)[O-])c2)nc2ccccc2c1=O	i	i
Cc1ccc(/C=N/NC(=O)c2ccoc2C)s1	i	i
Cc1ccc(C(=O)CSc2nnc3ccccn23)c(C)c1	i	i
CC(=O)N=c1sccn1CC(O)c1ccccc1 (stereo not given)	i	i
O=C(Nc1ccc2c(c1)CCC2)c1ccccc1	i	i
C/C(N)=C(/C#N)C(=O)CSc1nnc(Nc2cccc(C)c2C)s1	i	i
CC(=O)Nc1ccc(-c2sc(Nc3cccc4ccccc34)n[n+]2-c2ccccc2)cc1	i	i
Cc1nnc(N2C(=O)C(=O)/C(=C(/O)c3ccc4c(c3)CC(C)O4)C2c2ccccc2F)s1 (stereo not given)	i	i
CCCC(C)C(=O)Nc1nc(C)c(-c2csc(Nc3ccccc3OC)n2)s1 (stereo not given)	i	i
COc1ccccc1-c1nnc(N(C)C(=O)C2CCCO2)s1 (stereo not given)	i	i
FC(F)(F)c1ccccc1NC(=S)N1CCN(Cc2ccc3c(c2)OCO3)CC1	i	i
CC(=O)c1cccc(CN2CCC(CO)(CCCc3ccccc3)CC2)c1	i	i
CCC(C)NC(=O)c1ccc2c(Cl)c3c(nc2c1)CCC3 (stereo not given)	i	i
CC(=O)c1cccc(NC(=S)N2c3ccccc3CC2C)c1 (stereo not given)	i	i
COc1ccc(C(=O)N=c2sc3c(C)ccc(OC)c3n2C)cc1OC	i	i
Cc1nn(C(C)(C)C)c(C)c1/C=N/OC(=O)Nc1ccc(Cl)cc1	i	i
O=C(NC(=S)NCCN1CCOCC1)c1ccccc1Cl	i	i
O=S(=O)(N1CCCCC1)N1CCN(c2cc(Cl)ccc2Cl)CC1	i	i
Cc1ccccc1NC(=S)Nc1cccc2cnccc12	i	i
COc1ccccc1C(=O)Nc1ccnn1C1CCN(Cc2ccccc2OCCO)CC1	i	i
CC(C)(CNC(=O)c1ccc(Br)o1)N1CCOCC1	i	i
CCCn1c(C(O)c2ccc3c(c2)OCO3)nc2ccccc21 (stereo not given)	i	i
Cc1sc(NC(=O)C2CCCCC2C(=O)O)c(C(N)=O)c1-c1ccc(C(C)(C)C)cc1 (stereo not given)	i	i
Cn1cnnc1SCC(=O)Nc1cc(S(=O)(=O)N2CCCCC2)ccc1Cl	i	i
Cc1ccc2oc(C(=O)NCCC3CCCCO3)c(C)c2c1 (stereo not given)	i	i
CCOc1cccc2c1OC1(C)CC2NC(=O)N1c1ccc(OC)cc1 (stereo not given)	i	i
COC(=O)c1cc(S(=O)(=O)NCCCc2ccco2)c[nH]1	i	i
CN(Cc1ccccc1F)c1nc(-c2cccs2)nc2ccccc12	i	i
CCN(CC)C(=O)C1CCN(C(=O)c2oc3ccc(C)cc3c2C)CC1	i	i
COc1ccc(NC(=S)NNC(=O)C2CC2c2ccc(C)cc2)cc1 (stereo not given)	i	i
CC(C)(CO)NCc1c(OCc2ccc(Cl)cc2)ccc2ccccc12	i	i
O=C(CCCN1C(=O)CCC1=O)Nc1ccc2c(c1)OCO2	i	i
O=C(O)c1ccoc1CN1CCCCC1	i	i
Cc1cc(S(=O)(=O)Nc2ccc(C(=O)NCc3cccnc3)cc2)ccc1F	i	i
COc1ccc(C2(c3ccc(O)cc3O)CC(c3ccccc3Cl)NC(=S)N2)cc1 (stereo not given)	i	i
Cc1cc(C)cc(N2CCCn3c2nc2c3c(=O)n(CC(=O)OCc3ccccc3)c(=O)n2C)c1	i	i
Cc1ccccc1NC(=O)CSc1nnc(NC(=O)C2CC2)s1	i	i
S=c1[nH]nc(Cc2ccc(Cl)cc2)o1	i	i
CC1CCN(c2ccc(C(=O)O)cc2)CC1	i	i
Cc1ccc(Cl)cc1N1CCN(C(=O)c2ccc(CS(=O)Cc3ccc(Cl)cc3)o2)CC1 (stereo not given)	i	i
Cc1ncc([N+](=O)[O-])n1CC(=O)Nc1ccc(Br)cc1	i	i
Cn1cccc1Cc1nnc(SCC(=O)N2CCc3ccccc32)n1-c1ccc(F)cc1	i	i
CN(C)N1C(N)=C(C#N)C(c2ccc3c(c2)OCO3)C2=C1CC(C)(C)CC2=O (stereo not given)	i	i
CCOC(=O)c1ccc(Cl)c(NC(=O)c2cccnc2)c1	i	i
O=C1CC(c2cccs2)c2ccc3ccccc3c2N1 (stereo not given)	i	i
Cc1cc(C)c(OCC(=O)OCC(=O)N2CCc3ccccc3C2)c(C)c1	i	i
Nc1[nH]c(=O)nc(Nc2ccccc2)c1N=O	i	i
The results go on.
SMILES	CHT allo act	CHT inh
C#CCSc1nnnn1-c1ccc(OCC)cc1	i	i
CSc1ccc(-c2nnn(CC(=O)NCc3ccccc3)n2)cc1	i	i
Cc1ccc(OCCCC(=O)Nc2cc(Cl)ccc2-n2cncn2)cc1	i	i
COc1ccccc1CNCc1cc(OC)c(OC)cc1OC	i	i
CC(C)(C)c1cc(CCC(=O)NCc2cccnc2)cc(C(C)(C)C)c1O	i	i
COc1ccc(S(=O)(=O)N(C)C)cc1NC(=O)CCCSc1ccccc1	i	i
Cc1c(C(C)C)c(=O)n(-c2ccc(S(=O)(=O)N3CCOCC3)cc2)n1C	i	i
COc1cccc(CN2CCC(n3nccc3NC(=O)CCCc3ccccc3)CC2)c1	i	i
COc1ccc(C2C(C(=O)c3ccco3)=C(O)C(=O)N2CC2CCCO2)c(OC)c1 (stereo not given)	i	i
CN(C)S(=O)(=O)c1cccc(N=C2SCCN2Cc2ccccc2)c1	i	i
Cn1c(=O)[nH]c(=O)c2c1nc(N1CCCCC1)n2C/C=N/Nc1ccc(C(=O)O)cc1	i	i
COc1ccc(S(=O)(=O)N(C)CC(=O)NCCc2ccccc2)cc1OC	i	i
COc1ccc(NS(=O)(=O)c2cccc(C(=O)N3CCCCCC3)c2)cc1	i	i
COc1ccccc1S(=O)(=O)N1CCN(S(=O)(=O)c2ccccc2C#N)CC1	i	i
COc1ccc(C(CNC(=O)COc2ccccc2OC)N(C)C)cc1OC (stereo not given)	i	i
O=C(COc1cc(Cl)c(Cl)cc1Cl)Nc1cccc(O)c1	i	i
CC(NS(=O)(=O)c1ccc(Br)cc1)C(=O)NCc1ccc2c(c1)OCO2 (stereo not given)	i	i
COCCCN1C(=O)C(=O)/C(=C(/O)c2ccc(OC(C)C)cc2)C1c1cccnc1 (stereo not given)	i	i
Cn1nc(-c2ccccc2)c(C(=O)Nc2ccc(C(F)(F)F)cc2)c1Cl	i	i
Cc1nn(-c2ccccc2)c(N2CCCC2)c1/C=N/NC(=S)Nc1ccc(F)cc1	i	i
COc1cc(-c2nnc(SCC(=O)Nc3cc(C)on3)n2C)cc(OC)c1O	i	i
O=S(=O)(c1ccc2ccccc2c1)N1CCc2ccccc21	i	i
COc1ccc(-c2nnc(SCC(=O)Nc3ccc(C)cc3)n2C)cc1	i	i
Cc1ccc(C(=O)COC(=O)CNC(=O)c2ccc(N3C(=O)c4ccccc4C3=O)cc2)cc1C	i	i
COc1cccc(C(=O)Nc2ccc3[nH]ncc3c2)c1OC	i	i
O=C(Cn1ncc2c3ccccc3n(Cc3ccccc3F)c2c1=O)NC1CC1	i	i
CCOC(=O)/C(=N/Nc1ccc(OC)cc1)N1CCCc2ccccc21	i	i
Cc1ccc(-c2cc([C@H]3[C@@H]4C=CCC[C@@]4(C)C(=O)N3Cc3ccccc3)ccc2F)cc1	i	i
CCc1cccc(N(C(=O)c2csnn2)C(C(=O)NC(C)(C)C)c2ccccn2)c1 (stereo not given)	i	i
O=C1C2CC=CCC2C(=O)N1c1ncn[nH]1 (stereo not given)	i	i
O=C(CN1CCC(C(=O)c2ccc(F)cc2)CC1)NCc1ccccc1F	i	i
NC(=O)C1CCN(c2oc(/C=C/c3ccc(F)cc3)nc2S(=O)(=O)c2ccccc2)CC1	i	i
O=C(Cc1ccccc1)Nc1nc2ccccc2s1	i	i
CC(C)N(Cc1ccccc1)C(=S)NC1CCCCC1	i	i
Cc1cccc(NC(=O)[C@H](Cc2ccccc2)NC(=O)[C@@H]2Cc3ccccc3CN2)c1	i	i
CCOC(=O)c1c(-c2ccccc2)csc1NC(=O)c1cc2ccccc2oc1=O	i	i
CCn1nc(C)c(CNC(=O)C2CCC(=O)N(CCc3ccc(Cl)cc3)C2)c1C (stereo not given)	i	i
O=C(NCCc1ccc(F)cc1)C1CCCO1 (stereo not given)	i	i
CC(C)N(CCn1c(=S)[nH]c2ccccc2c1=O)C(C)C	i	i
Cc1ccc(-n2[nH]c(C)c(C=Nc3ccc(S(=O)(=O)Nc4nccs4)cc3)c2=O)cc1	i	i
N#C/C(=C/c1ccc(N2CCOCC2)c([N+](=O)[O-])c1)C(N)=O	i	i
O=C(NCCCO)c1nc2ccccc2s1	i	i
O=C(N/N=C/C=C/c1ccccc1)C1CC1(c1ccccc1)c1ccccc1 (stereo not given)	i	i
COc1ccc(C(=O)Nc2nc3cc4c(cc3s2)OCCO4)c(OC)c1	i	i
CC(=O)c1c(C)[nH]c(C(=O)NCCc2ccc(Cl)cc2)c1C	i	i
CCNC(=S)N(CCc1ccc(OC)c(OC)c1)Cc1cc2cc(OC)ccc2[nH]c1=O	i	i
COc1ccc(-c2nc(CN3CCN(c4ccccc4OC)CC3)c(C)o2)cc1	i	i
COC(=O)c1cn(NC(=O)c2ccc([N+](=O)[O-])c(C)c2)c(=O)c2ccccc12	i	i
Cn1cnnc1SCC(=O)Nc1ccc(S(=O)(=O)N2CCCC2)cc1	i	i
COc1ccc([N+](=O)[O-])cc1N(CC(=O)N1CCCCC1)S(C)(=O)=O	i	i
CC1(C)Cc2c(sc(NC(=O)COc3ccc(Cl)cc3)c2C(N)=O)C(C)(C)N1	i	i
CC(C)(C)C(=O)Cn1ncc(N2CCOCC2)c(Cl)c1=O	i	i
O=[N+]([O-])c1ccc(N2CCN(Cc3ccncc3)CC2)cc1	i	i
Cc1ccc(NC(=O)COC(=O)CNC(=O)c2ccc(C)s2)cc1	i	i
O=C(CSc1nc2ccccc2c(=O)n1-c1cccc(C(F)(F)F)c1)NC1CC1	i	i
O=C(O)Cn1c(SCCOc2ccc(Cl)cc2)nc2ccccc21	i	i
O=C(c1cccc(C(=O)N2CCN(Cc3ccccc3)CC2)c1)N1CCN(Cc2ccccc2)CC1	i	i
COc1ccc(-n2c(=O)c3c4c(sc3n(CC(=O)Nc3cc(C)[nH]n3)c2=O)CCCC4)c(OC)c1	i	i
Cc1cc(C)n2nc(C(=O)OCC(=O)NC3CCCCC3)nc2n1	i	i
CCN1C(=O)/C(=C2/C=CC=CN2C)OC1=S	i	i
Carrying on:
SMILES	CHT allo act	CHT inh
N#CC1=C(N)Oc2c(oc(CO)cc2=O)C1c1ccsc1 (stereo not given)	i	i
O=S(=O)(c1ccc2oc3ccccc3c2c1)N1CCOCC1	i	i
COc1cccc(NC(=O)CCN2C(=O)C3CC=CCC3C2=O)c1 (stereo not given)	i	i
Cc1ccc(S(=O)(=O)N2CCC(O)(c3cccnc3)CC2)cc1	i	i
CCOC(=O)C1CN(S(=O)(=O)c2ccc(OC)cc2)c2cc(Cl)ccc2O1 (stereo not given)	i	i
CN(C)c1ccccc1C(=O)N1CCC(n2nccc2NC(=O)C2CC2)CC1	i	i
Cc1onc(-c2ccccc2)c1C(=O)O/N=C(\N)c1ccc([N+](=O)[O-])o1	i	i

Compounds shown so far containing fluorine:
SMILES	CHT allo act	CHT inh
CC(C)NC(=O)NNC(=O)c1nn(-c2ccc(F)cc2)ccc1=O	i	i
Cc1nnc(N2C(=O)C(=O)/C(=C(/O)c3ccc4c(c3)CC(C)O4)C2c2ccccc2F)s1 (stereo not given)	i	i
FC(F)(F)c1ccccc1NC(=S)N1CCN(Cc2ccc3c(c2)OCO3)CC1	i	i
CN(Cc1ccccc1F)c1nc(-c2cccs2)nc2ccccc12	i	i
Cc1cc(S(=O)(=O)Nc2ccc(C(=O)NCc3cccnc3)cc2)ccc1F	i	i
Cn1cccc1Cc1nnc(SCC(=O)N2CCc3ccccc32)n1-c1ccc(F)cc1	i	i
Cn1nc(-c2ccccc2)c(C(=O)Nc2ccc(C(F)(F)F)cc2)c1Cl	i	i
Cc1nn(-c2ccccc2)c(N2CCCC2)c1/C=N/NC(=S)Nc1ccc(F)cc1	i	i
O=C(Cn1ncc2c3ccccc3n(Cc3ccccc3F)c2c1=O)NC1CC1	i	i
Cc1ccc(-c2cc([C@H]3[C@@H]4C=CCC[C@@]4(C)C(=O)N3Cc3ccccc3)ccc2F)cc1	i	i
O=C(CN1CCC(C(=O)c2ccc(F)cc2)CC1)NCc1ccccc1F	i	i
NC(=O)C1CCN(c2oc(/C=C/c3ccc(F)cc3)nc2S(=O)(=O)c2ccccc2)CC1	i	i
O=C(NCCc1ccc(F)cc1)C1CCCO1 (stereo not given)	i	i
O=C(CSc1nc2ccccc2c(=O)n1-c1cccc(C(F)(F)F)c1)NC1CC1	i	i

Assay outcomes from PubChem.
